Assay outcomes (PubChem BioAssay)
WT yeast gro inh: growth inhibition of WT yeast, mitochondrial fusion screen. mitochondrial fusion phenotypic screen, WT strain. AID 1362. hit rate 2.1% among 190,000. inhibition, % at 10 µM; in the data active = inhibition above about 58%; tested in S. cerevisiae
TNAP activation fold: stimulation of alkaline phosphatase TNAP activity – biochemical, luminescent, no phosphate acceptor, uHTS, primary screen (AID 1001) | purified TNAP, luminescent activation assay, no phosphate acceptor; higher activation fold means a stronger effect | activation fold at 20 µM; hits with a dose series show EC50 in µM | hit rate 0.03% among 200,000; in the data active = activation fold from about 3, or a potency from the dose series; inactive = the rest, 99 in 100 with activation fold below about 1.6; note: many of its hits are not listed in these tables
PMI inhibition: MPI inhibition at elevated mannose 6-phosphate – biochemical, fluorescence intensity, high mannose 6-phosphate, primary screen (AID 1220) | recombinant PMI enzyme, coupled fluorescence intensity; higher % means a stronger effect | inhibition, % at 20 µM; hits with a dose series show IC50 in µM | hit rate 0.66% among 190,000
XIAP displacement: small molecules displacing peptide from XIAP – biochemical, IAP family, fluorescence polarization (AID 1018); XIAP BIR domain, fluorescence polarization peptide displacement; higher % means a stronger effect; one-dose displacement, % at 20 µM; IC50 in µM for titrated hits; hit rate 0.007% among 200,000; in the data active = displacement above about 50%; note: a part of the inactive calls stands beside numbers as strong as those of hits
RSV CPE inhibition: inhibition of RSV-induced cytopathic effect – HEp-2 cells, primary 10 µM value included (AID 2391). CPE inhibition, % at 10 µM, or IC50 in µM where a hit was titrated. hit rate 0.13% among 310,000. HEp-2 cells, RSV-induced CPE inhibition; higher % means a stronger effect; in the data active = a potency from the dose series; inconclusive = CPE inhibition mostly from about 23% at the one dose, without a potency; inactive = the rest, 99 in 100 with CPE inhibition below about 21%; note: strong numbers were not always called active
Myeloid diff MLP: promotes myeloid progenitor differentiation | ER-HoxA9 myeloid progenitors, lysozyme-GFP differentiation, flow cytometry | calls only at 10 µM | hit rate 1% among 360,000;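 active = normalized GFP-positive differentiation at or above the plate's own cutoff, the solvent-only control mean plus 3 SD; inconclusive = no clear call, values can overlap the other calls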;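 note: cells exposed to compound for four days before flow analysis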
PMI inhibitors: inhibitors of human PMI, primary screen, biochemical, fluorescence intensity, coupled assay (AID 1209). purified PMI enzyme, coupled fluorescence intensity; higher % means a stronger effect. inhibition, % at 20 µM; hits with a dose series show IC50 in µM. hit rate 0.42% among 190,000;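 note: plate controls were DMSO vehicle for no effect and wells lacking substrate for full effect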
PhoP inhibition: PhoP-dependent GFP reporter repression – Salmonella Typhimurium, primary screen (AID 1863); S. Typhimurium PhoP-regulated promoter GFP reporter, 4 h; higher % means a stronger effect; inhibition, % at 50 µM; hits with a dose series show IC50 in µM; hit rate 0.16% among 300,000;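 active = inhibition over 29.93%, a cutoff 3 SD above the screen mean, later confirmed by dose response; inconclusive = inhibition over 29.93% but no dose response follow-up; inactive = inhibition at most 29.93% or unconfirmed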;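 note: 0% = low Mg2+ inducing control and 100% = high Mg2+ repressing control; strong numbers were not always called active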
Siah-1 displacement: blockers of Siah-1 interaction with plectin peptide – biochemical, fluorescence polarization, rhodamine-plectin, uHTS, primary screen (AID 1817) | Siah-1 / rhodamine-plectin peptide fluorescence polarization; higher % means a stronger effect | displacement, % at 20 µM, or IC50 in µM where a hit was titrated | hit rate 0.02% among 290,000;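 active = displacement of at least 50% at 20 µM, with a fluorescence ratio check between 0.3 and a set limit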;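 note: plate controls were Siah plus tracer with DMSO for no effect and tracer alone without Siah for full effect; strong numbers were not always called active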
WT yeast gro inh mutant strain: second read-out of WT yeast gro inh, no call of its own (marks repeat the call); inhibition, %; mitochondrial fusion phenotypic screen, mutant strain inhibition
Myeloid diff MLP GFP+ MAC1+ %: further read-out of Myeloid diff MLP, marked with its call; GFP+ MAC1+ double positive, %; measured here: differentiation confirmed by MAC1 staining
Numbers without * were called inactive; i = inactive; ? = inconclusive; · = no result given; + = active, no number. Cut-off read from the data, not from the text of the source, unless noted: active = inhibition above about 50%; inactive = the rest.

| Structure | WT yeast gro inh | WT yeast gro inh mutant strain | TNAP activation fold | PMI inhibition | XIAP displacement | RSV CPE inhibition | Myeloid diff MLP | Myeloid diff MLP GFP+ MAC1+ % | PMI inhibitors | PhoP inhibition | Siah-1 displacement |
| --- | --- | --- | --- | --- | --- | --- | --- | --- | --- | --- | --- |
| O=C1CC(SCc2nc3ccccc3[nH]2)C(=O)N1c1ccc(Cl)cc1 (stereo unspecified) | -23 | 4 | 1 | 4% | -20% | 2.0% | i | 0.5 | 6% | 35% | 0% |
| CCCc1c(C)c2ccccc2[nH]c1=O | -1 | 6 | 1.1 | -3% | -1.2% | 15% | i | 0.9 | 5% | 2% | 3% |
| CCCn1c(SCC(=O)NC2CCCC2)nnc1-c1cccnc1 | · | · | · | · | · | 2.5% | i | 0.4 | · | -2% | 5% |
| CNc1nc(C)nc(N/N=C/c2ccccc2)n1 | -15 | 7 | 1.1 | -8% | -3.3% | 0.3% | i | 0.8 | -6% | · | -10% |
| COc1ccccc1-c1cn[nH]c1-c1ccc(OCc2ccc(F)cc2)cc1O | · | · | · | · | · | 16% | i | 0.5 | · | -4% | 1% |
| COc1ccc(CN(CC(=O)NC2CCCCC2)C(=O)CCC(=O)Nc2nccs2)cc1 | · | · | · | · | · | 0.3% | i | 3.3 | · | 0% | 2% |
| CCOc1cccc(C(=O)Nc2nc(-c3ccc(S(=O)(=O)N4CCOCC4)cc3)cs2)c1 | 4 | 8 | 1.1 | 12% | -6.0% | 0.8% | i | 0.6 | 18% | -4% | -1% |
| Cc1cc(-c2cc(-c3ccc(Cl)cc3)nc(N)c2C#N)co1 | 4 | 7 | 1 | -48% | -0.2% | 3.3% | + | 2.2* | -4% | 5% | 5% |
| COc1cc(/C=N/N2CCCCC2)cc([N+](=O)[O-])c1O | · | · | · | · | · | 2.5% | i | 0.9 | · | 4% | 10% |
| O=C(CCNS(=O)(=O)c1ccccc1)N1CCN(C(c2ccccc2)c2ccccc2)CC1 | · | · | · | · | · | 3.1% | i | 0.8 | · | 8% | 6% |
| CCOC(CNc1ncnc2c1cnn2C)OCC | 6 | 8 | 1.1 | 3% | -3.7% | -0.4% | i | 0.3 | -3% | -9% | 6% |
| Cc1ccc(-n2nnnc2-c2cccc(C)c2)cc1 | 14 | 15 | 1 | 4% | -5.7% | 2.5% | i | 0.4 | 6% | -9% | 10% |
| COc1ccc(-c2n[nH]c(=S)o2)c(OC)c1 | 2 | -8 | 1 | -8% | -5.3% | 0.2% | i | 0.4 | 3% | -15% | 4% |
| O=C1c2cccnc2C(=O)N1Cc1ccc(S(=O)(=O)N2CCOc3ccccc32)cc1 | · | · | · | · | · | 0.5% | i | 1.6 | · | -3% | 6% |
| CC(=O)Nc1ccc(N2CCCCC2)c(C(=O)Nc2cccc(C)c2)c1 | 42 | 10 | 1.1 | 5% | 3.1% | ? | i | 0.3 | 8% | -4% | -3% |
| OC1CCCN(Cc2ccc3c(c2)Cc2ccccc2-3)C1 (stereo unspecified) | 15 | 18 | 1.1 | -9% | 1.6% | -2.2% | i | 4.0 | -3% | 16% | 1% |
| COc1ccccc1-n1c(SCC(=O)NC2CCS(=O)(=O)C2)nc2cc([N+](=O)[O-])ccc21 (stereo unspecified) | 4 | 19 | 1 | -1% | -2.9% | 2.8% | i | 0.6 | 6% | 4% | -10% |
| CC(Sc1nnc(-c2ccc(Cl)cc2Cl)n1Cc1ccccc1)C(=O)Nc1nccs1 (stereo unspecified) | -5 | 6 | 1 | -2% | -2.1% | 3.2% | i | 0.9 | 1% | 2% | 1% |
| COc1ccc(C2CC(c3ccc(C)cc3)Nc3ncnn32)cc1 (stereo unspecified) | 7 | 4 | 1 | 10% | -2.7% | -0.8% | i | 1.1 | 9% | -11% | 2% |
| CCC1CO/C(=C(\C(=C(Cl)Cl)N2CCOCC2)[N+](=O)[O-])N1 (stereo unspecified) | -26 | -3 | 1.1 | 1% | -5.3% | 0.1% | i | 0.4 | 3% | -7% | 0% |

Additional results.
Under each structure: WT yeast gro inh	WT yeast gro inh mutant strain	TNAP activation fold	PMI inhibition	XIAP displacement	RSV CPE inhibition	Myeloid diff MLP	Myeloid diff MLP GFP+ MAC1+ %	PMI inhibitors	PhoP inhibition	Siah-1 displacement
CCN(CC)CCNC(=S)Nc1ccc2nc(N3CCN(CC)CC3)cc(C)c2c1
 : ·	·	·	·	·	-0.8%	i	0.2	·	1%	1%
Cc1c(C(C)C)c(=O)n(-c2ccc(S(=O)(=O)NC(C)C)cc2)n1C
 : 12	6	1	9%	-9.4%	-1.4%	i	0.5	3%	4%	2%
COc1ccc(OC)c(N(CC(=O)NCCc2ccc(OC)c(OC)c2)S(=O)(=O)c2ccccc2)c1
 : ·	·	·	·	·	1.5%	i	0.5	·	5%	5%
CCCCCCn1ccc(=N)cc1
 : -1	5	1.1	11%	-8.0%	-0.3%	?	·	6%	-2%	3%
C#CC1CN(Cc2ccccc2)CC(C#C)N1C (stereo unspecified)
 : -3	11	1.1	-3%	-2.7%	1.5%	i	1.0	2%	-4%	0%
COCCOC(=O)/C(=C/c1ccc(OC(=O)c2ccccc2)cc1)C(C)=O
 : -8	7	0.9	0%	-6.5%	2.0%	i	0.8	3%	8%	-1%
COC(=O)CCc1c(C)nc(N)[nH]c1=O
 : 10	12	1	-7%	-6.5%	1.3%	i	0.7	5%	-8%	2%
Cc1ccc(Cl)cc1NC(=O)COC(=O)C1CCCC1
 : 1	-14	1.1	3%	-6.5%	-0.1%	i	0.6	7%	-3%	0%
CCC(=O)N(CCc1ccc(S(N)(=O)=O)cc1)C1CC(=O)N(c2ccc(OC)cc2)C1=O (stereo unspecified)
 : -8	15	1	4%	-6.6%	2.4%	i	0.7	5%	-4%	-7%
COc1oc(-c2ccccc2C)nc1C(F)(F)F
 : -39	6	1.1	2%	-2.3%	0.8%	i	0.8	0%	-24%	-3%

7 compounds out of the list, ordered by formula weight, highest first:
Under each structure: WT yeast gro inh	WT yeast gro inh mutant strain	TNAP activation fold	PMI inhibition	XIAP displacement	RSV CPE inhibition	Myeloid diff MLP	Myeloid diff MLP GFP+ MAC1+ %	PMI inhibitors	PhoP inhibition	Siah-1 displacement
CCC(=O)N(CCc1ccc(S(N)(=O)=O)cc1)C1CC(=O)N(c2ccc(OC)cc2)C1=O (stereo unspecified)
 : -8	15	1	4%	-6.6%	2.4%	i	0.7	5%	-4%	-7%
CCN(CC)CCNC(=S)Nc1ccc2nc(N3CCN(CC)CC3)cc(C)c2c1
 : ·	·	·	·	·	-0.8%	i	0.2	·	1%	1%
COCCOC(=O)/C(=C/c1ccc(OC(=O)c2ccccc2)cc1)C(C)=O
 : -8	7	0.9	0%	-6.5%	2.0%	i	0.8	3%	8%	-1%
Cc1c(C(C)C)c(=O)n(-c2ccc(S(=O)(=O)NC(C)C)cc2)n1C
 : 12	6	1	9%	-9.4%	-1.4%	i	0.5	3%	4%	2%
Cc1ccc(Cl)cc1NC(=O)COC(=O)C1CCCC1
 : 1	-14	1.1	3%	-6.5%	-0.1%	i	0.6	7%	-3%	0%
COc1oc(-c2ccccc2C)nc1C(F)(F)F
 : -39	6	1.1	2%	-2.3%	0.8%	i	0.8	0%	-24%	-3%
C#CC1CN(Cc2ccccc2)CC(C#C)N1C (stereo unspecified)
 : -3	11	1.1	-3%	-2.7%	1.5%	i	1.0	2%	-4%	0%

Continuation:
Under each structure: WT yeast gro inh	WT yeast gro inh mutant strain	TNAP activation fold	PMI inhibition	XIAP displacement	RSV CPE inhibition	Myeloid diff MLP	Myeloid diff MLP GFP+ MAC1+ %	PMI inhibitors	PhoP inhibition	Siah-1 displacement
C/C(=N\NC(=O)C(=O)Nc1cc(C)ccc1C)c1ccncc1
 : ·	·	·	·	·	0.7%	i	0.8	·	-12%	-4%
Cc1ccc2nc(C)cc(Nc3ccc([N+](=O)[O-])cc3)c2c1
 : 18	-32	1.1	4%	-4.7%	0.1%	?	·	7%	2%	-5%
CCCOc1ccc(/C=C/C(=O)NCc2ccccc2)cc1
 : 14	-9	1	8%	-0.2%	3.2%	i	0.3	2%	-6%	6%
COc1ccc(Cl)cc1/C=C1/C(=O)ON=C1C
 : ·	·	·	·	·	0.9%	i	0.5	·	16%	-2%
O=C(CN1CCN(c2ccccn2)CC1)Nc1ccc2ccccc2c1
 : -5	2	1.1	13%	-22%	2.8%	i	1.2	11%	-1%	4%
COc1ccc(/C=N\NC(=O)c2ccc([N+](=O)[O-])c(C)c2)cc1COc1ccccc1C(N)=O
 : ·	·	·	·	·	4.2%	i	0.2	·	5%	2%
CC(C)C(=O)Nc1c(C(=O)N2CCN(c3ncccn3)CC2)oc2ccccc12
 : ·	·	·	·	·	-0.9%	i	0.8	·	2%	-8%
CCOC(=O)CC(=O)CSc1ccc2nnc(-c3ccc(F)cc3)n2n1
 : 11	-1	1.1	-7%	-2.6%	-0.1%	i	0.8	-2%	0%	1%
Brc1ccc(N=Nc2ccc3ccccc3n2)cc1
 : ·	·	·	·	·	0.3%	i	0.7	·	1%	-2%
COc1ccc(NC(=O)CCC(=O)Nc2cc(OC)c(NC(=O)c3cccs3)cc2OC)cc1
 : ·	·	·	·	·	1.0%	i	1.2	·	2%	-5%
O=C(NCc1cccc(Cl)c1)c1ccc2nc[nH]c2c1
 : -11	-13	1.2	-7%	-3.4%	2.0%	i	0.4	-1%	-1%	8%
CC(NCC1(N2CCOCC2)CCCCC1)C(=O)N1CCc2ccccc21 (stereo unspecified)
 : -16	6	1.1	-2%	-1.5%	1.5%	i	0.3	6%	-5%	5%
CC1=NN2C(=N)/C(=C\c3cc(C)n(Cc4ccccc4)c3C)C(=O)N=C2S1
 : ·	·	·	·	·	15%	i	0.5	·	-5%	4%
CCC(C)NS(=O)(=O)c1ccc(NC(=O)CCC2CCCCC2)cc1 (stereo unspecified)
 : 1	-19	1.1	-3%	-4.7%	0.3%	i	1.3	-5%	3%	3%
CC(C)(C)c1nc(SCC(=O)Nc2nc3c(s2)CCCC3)c2ccccc2n1
 : 35	23	1.1	5%	-6.8%	-3.4%	i	0.7	13%	-10%	-1%
CCNC(=S)N(CCc1cccc(C)c1)Cc1cc2cc(OC)c(OC)cc2[nH]c1=O
 : -10	-14	1.1	7%	-4.9%	2.6%	i	0.3	14%	6%	-3%
CCc1ccc2c(c1)C(C)=CC(C)(C)N2
 : 20	-2	1.1	21%	-2.9%	0.7%	i	0.7	34%	2%	0%
CCn1c(NC(=O)c2ccc(COc3ccc(C)cc3[N+](=O)[O-])o2)nc2ccccc21
 : 28	12	1.1	-7%	2.2%	3.2%	i	1.0	-9%	9%	-5%
CN(Cc1ccc(F)cc1)Cc1nc(CCc2ccccc2)no1
 : 4	-7	1	2%	-15%	-0.4%	i	0.2	6%	·	-7%
CCOc1ccc(N(CC(=O)NCc2ccc(Cl)cc2)S(=O)(=O)c2ccccc2)cc1
 : ·	·	·	·	·	2.0%	i	0.9	·	0%	0%
